High-throughput results as filed in PubChem.
CCT modulator – modulators of cytosolic chaperonin (CCT/TRiC) activity. activity change, % (concentration not given with the values), hits read low. actives 0.3% (n = 360,000). purified chaperonin ATPase assay, HTRF ADP detection, 30 min; in the data active = activity change below about -30%; also: % is scaled to controls: 0 for no effect and ±100 for the full control effect
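Enzyme 40 or 20 nM (batch-dependent) in Tris pH 7.4/KCl/MgCl2/DTT; cpd 76 uM single point; ATP 10 uM; 30 min 37 °C; Transcreener ADP HTRF detection, 30 min RT; ratio 665/615.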
PLK1 PBD block – inhibitors of human PLK1 polo-box domain binding; P53350; Plk1 PBD binding of FITC phosphopeptide, fluorescence polarization; Potency, µM, inactives show max response, negative = inhibition, hits mostly inhibitors; actives 2.8% (n = 360,000); AID 720504; also: potency is read from the fitted curve at half-maximal effect; series mostly up to about 57 µM; % is scaled to controls: 0 for no effect and ±100 for the full control effect; nearly all actives have a fitted effect of over 65% in size
Target sequence (P53350 whole entry, looked up, the tested form may be a part): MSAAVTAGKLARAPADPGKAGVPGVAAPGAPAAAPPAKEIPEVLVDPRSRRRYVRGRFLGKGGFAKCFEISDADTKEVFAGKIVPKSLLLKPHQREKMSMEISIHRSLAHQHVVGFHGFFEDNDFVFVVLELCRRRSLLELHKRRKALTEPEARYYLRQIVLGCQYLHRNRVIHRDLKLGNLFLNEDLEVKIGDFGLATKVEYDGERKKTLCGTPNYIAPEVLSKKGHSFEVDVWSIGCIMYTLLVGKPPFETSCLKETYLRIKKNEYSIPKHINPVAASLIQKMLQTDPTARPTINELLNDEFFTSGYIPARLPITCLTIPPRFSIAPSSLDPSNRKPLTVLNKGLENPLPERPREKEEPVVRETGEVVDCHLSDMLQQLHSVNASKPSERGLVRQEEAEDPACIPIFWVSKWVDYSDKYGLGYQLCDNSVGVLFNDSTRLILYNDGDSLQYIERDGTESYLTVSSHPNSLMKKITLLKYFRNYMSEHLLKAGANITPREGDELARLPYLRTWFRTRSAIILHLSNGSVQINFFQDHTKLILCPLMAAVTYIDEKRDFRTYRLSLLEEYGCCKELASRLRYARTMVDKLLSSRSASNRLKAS
PI5P4K alpha inh – inhibitors of human PI5P4K alpha; PI5P4Kalpha enzyme, ADP-Glo luminescence, 60 min; active compounds read low; AID 652105; actives 1.2% (n = 330,000); max response, %; active = max response of -50% or lower; inconclusive = between -30% and -50%; inactive = -30% or higher; also: value at the top dose of about 77 µM; % is scaled to controls: 0 for no effect and ±100 for the full control effect
Target sequence (P48426 whole entry, looked up): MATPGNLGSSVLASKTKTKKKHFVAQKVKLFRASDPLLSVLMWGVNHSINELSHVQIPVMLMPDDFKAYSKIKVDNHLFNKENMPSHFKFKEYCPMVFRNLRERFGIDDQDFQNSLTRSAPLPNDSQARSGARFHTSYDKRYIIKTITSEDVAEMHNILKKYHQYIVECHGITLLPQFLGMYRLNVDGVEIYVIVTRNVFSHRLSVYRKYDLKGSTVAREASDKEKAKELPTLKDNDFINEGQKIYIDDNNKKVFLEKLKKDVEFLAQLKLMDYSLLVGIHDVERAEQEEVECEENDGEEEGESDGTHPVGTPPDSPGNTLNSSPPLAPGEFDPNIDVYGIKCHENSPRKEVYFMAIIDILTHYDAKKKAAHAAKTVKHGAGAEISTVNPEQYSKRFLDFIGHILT
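Compounds were pin-transferred onto PI5P4Kalpha and substrate in HEPES pH 7.4 buffer with EGTA, CHAPS and 5% DMSO. ATP (5 microM final) started the reaction, which ran 60 minutes at room temperature before ADP-Glo detection.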
EPAC2 antag – EPAC2 (human) antagonism. Q8WZA2. EPAC2 GEF exchange of Rap1B-BODIPY-GDP, fluorescence. Potency, µM (titrated, usually from 114 µM), for the others: at the highest dose activity, negative = inhibition, usual class: inhibitors. actives 0.18% (n = 360,000). AID 720708; also: potency is read from the fitted curve at half-maximal effect; % is scaled to controls: 0 for no effect and ±100 for the full control effect; nearly all actives have a fitted effect of over 45% in size; many of its hits are not listed in these tables
WRN inhibitor – blocks human WRN helicase; WRN helicase unwinding, fluorescent forked duplex, kinetic; AID 651768; Potency, µM (highest dose often 114 µM), without a hit: at the top dose activity change, negative = inhibition, most hits filed as inhibitors; Q14191; actives 0.46% (n = 360,000); also: potency is read from the fitted curve at half-maximal effect; % is scaled to controls: 0 for no effect and ±100 for the full control effect; nearly all actives have a fitted effect of over 55% in size
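Kinetic red-fluorescence monitoring (525/598 nm) tracks WRN helicase activity after 100 nM fluorophore-quencher forked duplex and 2 mM ATP are added to 20 nM enzyme pretreated 15 min at room temperature with compound.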
EPAC1 antag – EPAC1 (human) antagonism. EPAC1 GEF assay, Rap1b-BODIPY-GDP exchange fluorescence. Potency, µM (top dose mostly 115 µM), for inactives: top-dose activity change, negative = inhibition, usual class: inhibitors. actives 0.14% (n = 360,000). AID 720709;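 also: potency is read from the fitted curve at half-maximal effect; plate controls were vehicle for no effect and positive control for full effect; nearly all actives have a fitted effect of over 50% in size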
EPAC1 ag – EPAC1 (human) agonism; O95398; EPAC1 agonist qHTS, biochemical assay; response scale: 100% = response to 6.5 mM cAMP; Potency, µM (highest dose often 154 µM), without a hit: at the highest dose activation, most hits filed as activators; actives 0.073% (n = 360,000); AID 720707; also: potency is read from the fitted curve at half-maximal effect; nearly all actives have a fitted effect of over 60% in size
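Read-out is the fluorescence drop as BODIPY-GDP leaves Rap1B (480 nm excitation, 540 nm emission), recorded every 5 minutes over 30 minutes. Reactions held 100 nM EPAC1, 250 nM Rap1B–BODIPY-GDP and 50 uM GDP, with 6.5 mM cAMP setting full activation.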
Mm-Cpn inhibitor – inhibitors of Methanococcus maripaludis chaperonin (MmCpn) | purified Mm-Cpn ATPase, ADP Transcreener TR-FRET | Potency, µM (highest dose often 76.9 µM), inactives show top-dose activity, negative = inhibition, hits mostly inhibitors | actives 0.031% (n = 330,000) | AID 504842; also: potency is read from the fitted curve at half-maximal effect; % is scaled to controls: 0 for no effect and ±100 for the full control effect; nearly all actives have a fitted effect of over 80% in size
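ATP (10 uM final) was added to archaeal chaperonin (25 nM final) after 10 min exposure to test compound at 37°C; after 30 min further incubation, ADP was detected by competitive TR-FRET.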
An asterisk follows results filed as active; [ ] = remark or other dose. Unless noted, calls follow the shape of the dose curve; as a rule, active = well fitted curve in the direction sought with a large enough effect; inconclusive = small, poorly fitted or top-dose-only effect, or another doubt; inactive = no such curve, though single readings can be large; an effect the other way counts as inactive or inconclusive.

What do the screens show for `COC(=O)[C@]1(CC(C)C)N[C@H](c2ccc(-c3ccc(C(C)=O)cc3)cc2)[C@@H]2C(=O)N(C)C(=O)[C@@H]21`?
CCT modulator: -0.8; PLK1 PBD block: 1%; PI5P4K alpha inh: -2; EPAC2 antag: 9%; WRN inhibitor: 3%; EPAC1 antag: 4%; EPAC1 ag: 8%; Mm-Cpn inhibitor: 0%

Results for CC1(C(=O)Nc2cccc(C#N)c2)CCN1C(=O)CCc1ccccc1 (stereo not given) ?
CCT modulator: -0.7; PLK1 PBD block: -5%; PI5P4K alpha inh: 2; EPAC2 antag: 4%; WRN inhibitor: -4%; EPAC1 antag: -9%; EPAC1 ag: -3%

Results for COc1cc(NS(=O)(=O)c2ccc(NS(=O)(=O)c3ccccc3)cc2)nc(OC)n1 ?
CCT modulator: 1.2; PLK1 PBD block: -7%; PI5P4K alpha inh: -11; EPAC2 antag: 22%[57.1 µM]; WRN inhibitor: -17%; EPAC1 antag: -7%; EPAC1 ag: 3%; Mm-Cpn inhibitor: 0%

Results for COc1ccc(N2CCN(CC(O)COc3cc(C)ccc3C)CC2)cc1 (stereo not given) ?
CCT modulator: -1.4; PLK1 PBD block: 0%; PI5P4K alpha inh: 5; EPAC2 antag: 1%; WRN inhibitor: -1%; EPAC1 antag: -7%; EPAC1 ag: -5%; Mm-Cpn inhibitor: 1%

Results for COc1ccccc1NC(=O)CSc1sc2c(O)cc(=O)[nH]c2c1C#N ?
CCT modulator: 0.1; PLK1 PBD block: inconclusive; PI5P4K alpha inh: -66*; EPAC2 antag: -6%; WRN inhibitor: 50µM*; EPAC1 antag: inconclusive; EPAC1 ag: 7%; Mm-Cpn inhibitor: -24%

How did CC1(C)C2CC[C@]3(C)C(CC=C4[C@@H]5C[C@@](C)(CO)[C@@H]6C[C@@]5(CC[C@]43C)C(=O)O6)[C@@]2(C)CC[C@@H]1O (stereo not given in full) do in these assays?
CCT modulator: -0.4; PLK1 PBD block: -3%; PI5P4K alpha inh: 12; EPAC2 antag: 0%; WRN inhibitor: -5%; EPAC1 antag: -3%; EPAC1 ag: -3%

What do the screens show for `Fc1ccc(-c2nn(-c3ccccc3)cc2CNCc2ccccc2)cc1`?
CCT modulator: 0.1; PLK1 PBD block: -8%; PI5P4K alpha inh: 31; EPAC2 antag: 0%; WRN inhibitor: -27%; EPAC1 antag: -8%; EPAC1 ag: 5%; Mm-Cpn inhibitor: -7%

How did COc1ccc(OC)c2c(C)cc(N3CCN(C(=O)c4ccc(C)cc4)CC3)nc12 do in these assays?
CCT modulator: 1.1; PLK1 PBD block: -4%; PI5P4K alpha inh: 0; EPAC2 antag: -16%; WRN inhibitor: -16%[57.1 µM]; EPAC1 antag: 7%; EPAC1 ag: 9%; Mm-Cpn inhibitor: 1%

How did CSCCC(NS(=O)(=O)c1ccccc1F)C(=O)Nc1cccc(C)n1 (stereo not given) do in these assays?
CCT modulator: -0.3; PLK1 PBD block: -25%; PI5P4K alpha inh: 2; EPAC2 antag: 12%; WRN inhibitor: -6%; EPAC1 antag: -1%; EPAC1 ag: 8%; Mm-Cpn inhibitor: 1%

How did Cc1ccc(C)c(NC(=S)N2CCC(NC(=O)c3ccccc3)CC2)c1 do in these assays?
CCT modulator: -0.9; PLK1 PBD block: -9%; PI5P4K alpha inh: -1; EPAC2 antag: 0%; WRN inhibitor: 13%; EPAC1 antag: -4%; EPAC1 ag: -10%; Mm-Cpn inhibitor: 0%

Results for O=C(CN(Cc1ccc(F)cc1)S(=O)(=O)c1ccc(S(=O)(=O)N2CCOCC2)cc1)Nc1ccccc1 ?
CCT modulator: 0.0; PLK1 PBD block: 2%; PI5P4K alpha inh: 10; EPAC2 antag: 3%; WRN inhibitor: -18%[57.1 µM]; EPAC1 antag: 22%; EPAC1 ag: -4%; Mm-Cpn inhibitor: -2%

Results for COc1cccc(NCc2cc3c(C(C)(C)C)nn(-c4ccccc4)c3[nH]c2=O)c1 ?
CCT modulator: 0.0; PLK1 PBD block: -3%; EPAC2 antag: inconclusive; WRN inhibitor: -24%; EPAC1 antag: -26%; EPAC1 ag: 11%; Mm-Cpn inhibitor: -1%

What do the screens show for `COc1cc(-c2cc(NC=O)c3ncc(-c4ccccc4)n3c2)cc(OC)c1OC`?
CCT modulator: -0.3; PLK1 PBD block: inconclusive; PI5P4K alpha inh: -18; EPAC2 antag: -3%; WRN inhibitor: 63%[activator][57.1 µM]; EPAC1 antag: -24%; EPAC1 ag: -12%

How did Cc1noc(C)c1COc1ccc(C(=O)N2CCCC(C(F)(F)F)C2)cc1 (stereo not given) do in these assays?
CCT modulator: 0.9; PLK1 PBD block: -4%; PI5P4K alpha inh: -4; EPAC2 antag: 12%; WRN inhibitor: -16%; EPAC1 antag: 5%; EPAC1 ag: 0%; Mm-Cpn inhibitor: 0%

How did CCOc1ccc(S(=O)(=O)N2CCCCC2)cc1NC(=O)C1CCCC1 do in these assays?
CCT modulator: 0.0; PLK1 PBD block: 9%; PI5P4K alpha inh: 0; EPAC2 antag: 3%; WRN inhibitor: 6%; EPAC1 antag: 15%; EPAC1 ag: -8%

How did CCOC(=O)[C@]12CCC=C1N(Cc1ccc(Cl)cc1Cl)C(=O)[C@H](CC(=O)NCCCOC)C2 do in these assays?
CCT modulator: -0.8; PLK1 PBD block: -9%; PI5P4K alpha inh: 5; EPAC2 antag: -9%; WRN inhibitor: -11%; EPAC1 antag: -14%; EPAC1 ag: -6%

What do the screens show for `CC(=O)Nc1ccc(-c2nnc(SCc3ccc(C)cc3)n2C)cc1`?
CCT modulator: 0.3; PLK1 PBD block: -3%; PI5P4K alpha inh: -9; EPAC2 antag: -3%; WRN inhibitor: -1%; EPAC1 antag: 2%; EPAC1 ag: 2%; Mm-Cpn inhibitor: 0%

How did CN(C)C(=O)CSc1nnc(C23CC4CC(CC(C4)C2)C3)o1 do in these assays?
CCT modulator: -0.5; PLK1 PBD block: -8%; EPAC2 antag: 2%; WRN inhibitor: 2%; EPAC1 antag: 0%; EPAC1 ag: 1%; Mm-Cpn inhibitor: 1%

What do the screens show for `CC12CCC(C(=O)NNc3ccccc3)(C(=O)C1=O)C2(C)C` (stereo not given)?
CCT modulator: 0.1; PLK1 PBD block: -3%; PI5P4K alpha inh: -2; EPAC2 antag: 10%; WRN inhibitor: -4%; EPAC1 antag: 1%; EPAC1 ag: -2%; Mm-Cpn inhibitor: -1%

What do the screens show for `Cc1ccc(S(=O)(=O)N2C3CCCCC3O[C@H]2CC(=O)OCc2ccccc2)cc1` (stereo not given in full)?
PLK1 PBD block: 4%; PI5P4K alpha inh: -1; EPAC2 antag: -17%; WRN inhibitor: -5%; EPAC1 antag: 0%; EPAC1 ag: 3%

Filtered by structure, the entries above containing a cyano group.
Results for CC1(C(=O)Nc2cccc(C#N)c2)CCN1C(=O)CCc1ccccc1 (stereo not given) ?
CCT modulator: -0.7; PLK1 PBD block: -5%; PI5P4K alpha inh: 2; EPAC2 antag: 4%; WRN inhibitor: -4%; EPAC1 antag: -9%; EPAC1 ag: -3%

Results for COc1ccccc1NC(=O)CSc1sc2c(O)cc(=O)[nH]c2c1C#N ?
CCT modulator: 0.1; PLK1 PBD block: inconclusive; PI5P4K alpha inh: -66*; EPAC2 antag: -6%; WRN inhibitor: 50µM*; EPAC1 antag: inconclusive; EPAC1 ag: 7%; Mm-Cpn inhibitor: -24%

(listing goes on)
What do the screens show for `CC(=O)N1CCN(c2ccc(NC(=O)c3ccc(C(C)(C)C)cc3)cc2)CC1`?
CCT modulator: 0.0; PLK1 PBD block: -4%; EPAC2 antag: -4%; WRN inhibitor: -4%; EPAC1 antag: 2%; EPAC1 ag: 1%; Mm-Cpn inhibitor: 2%

What do the screens show for `COc1ccc(NS(=O)(=O)c2ccc(N3CCCC3)c(NC(=S)Nc3ccc(SC(F)F)cc3)c2)cc1`?
CCT modulator: 1.9; PLK1 PBD block: 4.7µM*; PI5P4K alpha inh: -26; EPAC2 antag: -8%; WRN inhibitor: -22%; EPAC1 antag: -12%; EPAC1 ag: -11%; Mm-Cpn inhibitor: inconclusive

How did CCCN1CCN(C(=S)Nc2ccc(S(N)(=O)=O)cc2)CC1 do in these assays?
CCT modulator: -1.3; PLK1 PBD block: -24%; PI5P4K alpha inh: -5; EPAC2 antag: -10%; WRN inhibitor: 1%; EPAC1 antag: -6%; EPAC1 ag: 4%; Mm-Cpn inhibitor: -2%

What do the screens show for `NC(=O)COC(=O)CCCSc1nc2ccccc2s1`?
CCT modulator: -3.7; PLK1 PBD block: 5%; PI5P4K alpha inh: 2; EPAC2 antag: -3%; WRN inhibitor: -8%; EPAC1 antag: -1%; EPAC1 ag: 2%; Mm-Cpn inhibitor: 1%

How did CS(=O)(=O)N1CCc2ccccc2C1 do in these assays?
CCT modulator: -5.9; PLK1 PBD block: -2%; PI5P4K alpha inh: 2; EPAC2 antag: 1%; WRN inhibitor: -7%; EPAC1 antag: inconclusive; EPAC1 ag: 0%; Mm-Cpn inhibitor: 0%

How did O=C(CSc1nncn1-c1ccccc1)NC1CCCC1 do in these assays?
CCT modulator: -5.5; PLK1 PBD block: 0%; PI5P4K alpha inh: 0; EPAC2 antag: 3%; WRN inhibitor: 3%; EPAC1 antag: 10%; EPAC1 ag: 9%; Mm-Cpn inhibitor: -5%

Results for Cc1ccc(N(C(=O)c2cc3ccccc3oc2=O)C2C=CS(=O)(=O)C2)cc1 (stereo not given) ?
CCT modulator: 1.7; PLK1 PBD block: -12%; PI5P4K alpha inh: 10; EPAC2 antag: -15%; WRN inhibitor: -6%; EPAC1 antag: 0%; EPAC1 ag: 2%; Mm-Cpn inhibitor: -3%

How did O=C(NCC1CCCO1)c1ccccc1OCc1ccc(F)cc1 (stereo not given) do in these assays?
CCT modulator: -4.7; PLK1 PBD block: -3%; PI5P4K alpha inh: 8; EPAC2 antag: 14%; WRN inhibitor: 6%; EPAC1 antag: 4%; EPAC1 ag: -7%; Mm-Cpn inhibitor: 1%

Results for COc1cccc(Nc2c(Nc3cccc(OC)c3)c(=O)c2=O)c1 ?
CCT modulator: -1.9; PLK1 PBD block: -2%; PI5P4K alpha inh: -5; EPAC2 antag: -6%; WRN inhibitor: 4%; EPAC1 antag: 0%; EPAC1 ag: -12%; Mm-Cpn inhibitor: -2%

An excerpt; rates above refer to the full screens.
